XBP1 UPR activ: activators of adaptive arm of unfolded protein response (XBP1); activation, % at 20 µM; CHO-XBP1 luciferase reporter, IRE1-XBP1 UPR activation, luminescence; percent of tunicamycin response, DMSO as zero; 0.33% of 330,000 active; AID 463104;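 active means versus positive control, 20 µM dose yields 30% or more activation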;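 further: 100% = tunicamycin at 10 µg/mL and 0% = DMSO only wells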
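Material: CHO-XBP1 cells stably carrying IRE1-XBP1-driven luciferase reporter / Amount: 1000 cells per well / Compound: 20 µM, 1% DMSO / Times: 6 h treatment, 37 °C / Detection: luciferase luminescence / Measure: % activation of reporter signal versus tunicamycin and DMSO controls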
tim23-1 inh: growth inhibitors of tim23-1 mutant yeast; S. cerevisiae tim23-1 growth, BacTiter-Glo luminescence, 24 h; inhibition, % at 20 µM; 1.3% of 330,000 active; AID 463212;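 active means growth inhibition of the mutant yeast at or above 50%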;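 further: temperature-sensitive mutant grown at 25 °C; plate controls were DMSO-treated mutant yeast for no effect and medium wells lacking yeast for full effect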
tim10-1 inh: growth inhibitors of tim10-1 mutant yeast | S. cerevisiae tim10-1 ts strain growth, BacTiter-Glo, 24 h | inhibition, % at 20 µM | 2.2% of 330,000 active;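 active means inhibition of at least 40%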;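 further: mutant grown at 25 °C; 0% = DMSO wells with yeast and 100% = wells holding no yeast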
GRIN3A LBD mod: modulates the human NR3A ligand-binding domain; NR3A LBD differential scanning fluorimetry, Tm shift; 0% = protein alone, 100% = glycine-bound protein; Tm shift relative to glycine control, % at 25 µM; 2.5% of 340,000 active;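 active means melting temperature shift of at least 10% of the positive control shift, at one fixed dose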
NALP3 yeast inh: blocks the NALP3 inflammasome reconstituted in yeast | Yeast reconstituted NLRP3/ASC/caspase-1, beta-gal luminescence, 24 h | inhibition, % at 10 µM | 0.39% of 330,000 active | AID 2825;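 active means inhibition of 50% or more; inactive means inhibition below 50%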;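 further: plate controls were induced DMSO wells for no effect and uninduced yeast grown without galactose for full effect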
APJ agonist: agonists of human APJ apelin receptor; P35414; CHO-K1 APJ PathHunter beta-arrestin, luminescence; 0% DMSO wells, 100% apelin; activation, % at 20 µM; 0.11% of 330,000 active; AID 2520;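 active means activation more than six SD over the plate average, tested at 20 µM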;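 further: 0% = DMSO alone and 100% = apelin-13 at 10 nM; some results filed as inactive read as strong as hits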
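system = engineered CHO-K1 APJ arrestin reporter cells | input = 1000 cells per well | timing = overnight seeding, 90 min compound at 25 °C, 1 h detection | measured by = enzyme-fragment complementation luminescence | read-out = beta-arrestin recruitment to APJ as agonist activity, luminescent signal | control set = negative DMSO alone, positive Apelin-13 at 10 nM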
Mdm2 MdmX PPI: human Mdm2/MdmX binding inhibition; O15151+Q00987; SaOS-2 split-luciferase Mdm2/MdmX complementation, luminescence; inhibition, % at 8 µM; 3% of 330,000 active; AID 485346;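 active means inhibition of at least 50% at 8 µM in the primary screen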
Target sequence (O15151 whole entry, looked up): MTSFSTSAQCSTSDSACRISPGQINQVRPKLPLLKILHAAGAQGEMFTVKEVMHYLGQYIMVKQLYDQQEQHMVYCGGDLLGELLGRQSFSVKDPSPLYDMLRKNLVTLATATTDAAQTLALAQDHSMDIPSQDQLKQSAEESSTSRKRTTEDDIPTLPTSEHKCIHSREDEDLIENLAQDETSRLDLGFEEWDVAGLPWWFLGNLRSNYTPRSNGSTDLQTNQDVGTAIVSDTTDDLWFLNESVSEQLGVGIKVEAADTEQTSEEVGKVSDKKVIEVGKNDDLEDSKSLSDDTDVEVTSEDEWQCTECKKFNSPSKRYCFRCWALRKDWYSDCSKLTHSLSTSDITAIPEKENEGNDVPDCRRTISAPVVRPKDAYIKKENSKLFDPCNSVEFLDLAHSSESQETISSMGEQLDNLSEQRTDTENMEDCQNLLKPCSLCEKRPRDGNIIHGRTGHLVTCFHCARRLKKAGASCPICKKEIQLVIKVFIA
Target sequence (Q00987 whole entry, looked up): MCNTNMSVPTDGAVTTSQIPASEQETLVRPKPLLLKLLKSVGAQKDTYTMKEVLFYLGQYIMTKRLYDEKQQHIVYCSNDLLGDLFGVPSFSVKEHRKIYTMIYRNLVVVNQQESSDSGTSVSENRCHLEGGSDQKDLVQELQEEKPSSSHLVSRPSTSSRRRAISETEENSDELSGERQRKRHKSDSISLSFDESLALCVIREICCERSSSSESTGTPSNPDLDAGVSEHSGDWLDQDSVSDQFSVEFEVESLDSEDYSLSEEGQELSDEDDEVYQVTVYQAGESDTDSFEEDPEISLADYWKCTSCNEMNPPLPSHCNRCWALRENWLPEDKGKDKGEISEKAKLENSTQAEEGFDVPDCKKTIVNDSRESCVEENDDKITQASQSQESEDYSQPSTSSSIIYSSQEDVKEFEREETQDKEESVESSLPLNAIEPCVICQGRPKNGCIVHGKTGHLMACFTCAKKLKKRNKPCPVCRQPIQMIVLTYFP
CHOP UPR activ: apoptotic UPR (CHOP) activation; CHO-CHOP luciferase reporter, luminescence; percent of tunicamycin response over DMSO baseline; activation, % at 10 µM; 0.34% of 330,000 active; AID 449763;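 active means at 10 µM dose, activation of 40% or more, normalized to positive control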;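 further: 100% = tunicamycin at 10 µg/mL and 0% = DMSO alone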
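System: CHO-CHOP luciferase reporter cell line | Buffer or medium: F12 medium containing 10% fetal bovine serum | Doses: One dose, 10 µM in 0.5% DMSO | Times: 6 h compound exposure at 37 °C after overnight seeding | Signal: Luciferase luminescence | Read-out: % activation vs tunicamycin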
TIM10 inh: growth inhibitors of TIM10 yeast strain; S. cerevisiae TIM10 strain growth, BacTiter-Glo luminescence, 24 h; inhibition, % at 10 µM; 1.4% of 330,000 active; AID 463195;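 active means inhibition of 40% or more at the single tested concentration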;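 further: wild-type TIM10 isogenic control strain grown at permissive 25 °C; 0% = DMSO yeast wells and 100% = minimal medium wells without yeast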
Starred values were filed as active, the others as inactive; · = not tested or not shown.

SMILES | XBP1 UPR activ | tim23-1 inh | tim10-1 inh | GRIN3A LBD mod | NALP3 yeast inh | APJ agonist | Mdm2 MdmX PPI | CHOP UPR activ | TIM10 inh
Cc1ccc(C)c(N(CC(=O)NN=C2CCN(C)CC2)S(=O)(=O)c2ccccc2)c1 | -6 | 22 | 6 | -2 | 13 | -1 | 25 | -1.4 | -11
C[C@H](CO)N1C[C@H](C)[C@@H](CN(C)Cc2ccccc2)Oc2c(NS(=O)(=O)c3cn(C)cn3)cccc2C1=O | 0 | 10 | 27 | 1 | 3 | -1 | 9 | 1.0 | -7
Cc1ccc2c(c1)OC(c1ccc3c(c1)OCCO3)CC2=O (stereo not drawn) | -1 | 23 | 16 | 3 | 33 | -4 | -9 | 5.7 | 27
Cc1cc2cc(CN(Cc3ccc4c(c3)OCO4)C(=O)c3ccco3)c(=O)[nH]c2cc1C | -9 | 22 | 26 | -1 | 15 | 0 | 5 | -4.2 | 15
COc1ccc(S(=O)(=O)NC(C)C(=O)NCc2cccnc2)cc1Cl (stereo not drawn) | 0 | -1 | -10 | -1 | 5 | 0 | -9 | 0.9 | 1
CC(=O)Nc1ccccc1C(=O)C(=O)NCCc1ccccc1 | -3 | 18 | 6 | -2 | 11 | 0 | -10 | 1.6 | -14
CCCSc1nc2cc(C)c(C)cc2n1CC(O)CO (stereo not drawn) | 0 | 6 | 10 | 5 | 1 | -1 | 19 | 1.1 | 1
Cc1ccc(-c2csc(NC(=O)c3ccc(S(=O)(=O)N4CCc5ccccc54)cc3)n2)cc1 | -2 | 19 | 15 | -1 | 24 | -3 | 22 | -2.0 | 12
Cc1ccc(Sc2nc(-c3ccccc3)ccc2C#N)cc1 | 2 | -1 | 6 | -8 | 11 | -2 | -25 | -3.1 | -9
O=C(Cc1cnn(-c2ccccc2)c1)c1ccc(O)c(O)c1O | 0 | 29 | 29 | 8 | 13 | 4 | -23 | -0.1 | 11
C[N+]1(CCCCCCC(=O)/C=N/O)CCCCCC1 | 1 | 0 | 0 | 0 | 18 | -4 | -7 | -0.1 | -12
COc1cccc(C(=O)Oc2ccc3ccc(=O)oc3c2)c1 | 6 | 14 | 8 | -1 | 24 | 1 | 7 | 2.9 | 12
CCCn1c(COc2ccccc2OC)nc2ccccc21 | -2 | 31 | 11 | 2 | 32 | -3 | -25 | 0.3 | 12
Cc1ccc(S(=O)(=O)N[C@@H](C)C(=O)N2CCC(C(=O)N[C@@H](Cc3ccccc3)C(=O)O)CC2)cc1 | -1 | -21 | -5 | 0 | 15 | 4 | 29 | 0.2 | 0
Cc1ccccc1NC(=O)C1CC(=O)N(Cc2ccccc2)C1 (stereo not drawn) | -2 | -2 | -2 | -1 | 15 | -2 | 28 | -1.0 | 0
O=C(NCCS(=O)(=O)N1CCN(c2cccc(Cl)c2)CC1)c1cc(=O)c2ccccc2o1 | -4 | 6 | 8 | 0 | 6 | -7 | 24 | -1.1 | -7
CCCOc1ccc(C2C(C(=O)OC)=C(C)N=C3SCCC(=O)N32)cc1OCC (stereo not drawn) | 3 | 17 | 24 | -1 | 0 | 1 | 8 | -1.4 | 16
Cc1ccccc1/C=N\NC(=O)c1csnn1 | 2 | -23 | -12 | 4 | 18 | -11 | 5 | 3.8 | -7
O=C(c1ccc(CS(=O)c2ccccc2Cl)o1)N1CCOCC1 (stereo not drawn) | -7 | -10 | 6 | 0 | 10 | 1 | -4 | 1.0 | -7
COc1ccccc1N(C)S(=O)(=O)c1ccc(C(=O)Nc2ccc3nc(C)sc3c2)cc1 | -4 | 44 | 27 | -3 | 10 | 0 | 33 | 2.2 | 17
O=C(COc1ccccc1Br)NC1CCCC1 | 1 | 5 | -12 | -2 | 25 | -2 | -14 | 3.3 | -8
Cc1ccc(C(=O)N/N=C/c2cn(Cc3ccccc3)c3ccccc23)cn1 | 0 | 26 | 28 | -3 | 2 | 4 | 21 | 2.0 | 24
CCN(CC)C(=O)c1cc(-c2ccc(Br)cc2)on1 | 3 | 35 | 13 | 1 | 44 | -3 | -110 | 4.1 | -1
Cc1ccc(NC(=O)CCc2nc3ccccc3s2)c(O)c1 | -1 | 3 | -12 | 1 | 13 | -3 | 3 | -0.6 | 9
C[C@H]1CN([C@@H](C)CO)C(=O)c2cccc(NC(=O)C3CC3)c2O[C@H]1CN(C)Cc1ccncc1 | -2 | 8 | -3 | -1 | 10 | -2 | 27 | -1.6 | -7

Reformatted: results already given.
SMILES	XBP1 UPR activ	tim23-1 inh	tim10-1 inh	GRIN3A LBD mod	NALP3 yeast inh	APJ agonist	Mdm2 MdmX PPI	CHOP UPR activ	TIM10 inh
O=C(NCCS(=O)(=O)N1CCN(c2cccc(Cl)c2)CC1)c1cc(=O)c2ccccc2o1	-4	6	8	0	6	-7	24	-1.1	-7
CCCOc1ccc(C2C(C(=O)OC)=C(C)N=C3SCCC(=O)N32)cc1OCC (stereo not drawn)	3	17	24	-1	0	1	8	-1.4	16
Cc1ccccc1/C=N\NC(=O)c1csnn1	2	-23	-12	4	18	-11	5	3.8	-7
O=C(c1ccc(CS(=O)c2ccccc2Cl)o1)N1CCOCC1 (stereo not drawn)	-7	-10	6	0	10	1	-4	1.0	-7
COc1ccccc1N(C)S(=O)(=O)c1ccc(C(=O)Nc2ccc3nc(C)sc3c2)cc1	-4	44	27	-3	10	0	33	2.2	17
O=C(COc1ccccc1Br)NC1CCCC1	1	5	-12	-2	25	-2	-14	3.3	-8
Cc1ccc(C(=O)N/N=C/c2cn(Cc3ccccc3)c3ccccc23)cn1	0	26	28	-3	2	4	21	2.0	24
CCN(CC)C(=O)c1cc(-c2ccc(Br)cc2)on1	3	35	13	1	44	-3	-110	4.1	-1
Cc1ccc(NC(=O)CCc2nc3ccccc3s2)c(O)c1	-1	3	-12	1	13	-3	3	-0.6	9
C[C@H]1CN([C@@H](C)CO)C(=O)c2cccc(NC(=O)C3CC3)c2O[C@H]1CN(C)Cc1ccncc1	-2	8	-3	-1	10	-2	27	-1.6	-7

Next structures
SMILES | XBP1 UPR activ | tim23-1 inh | tim10-1 inh | GRIN3A LBD mod | NALP3 yeast inh | APJ agonist | Mdm2 MdmX PPI | CHOP UPR activ | TIM10 inh
Cc1ccc(-n2c(C)cc(-c3csc(N)n3)c2C)cc1 | 0 | 1 | 21 | -4 | -1 | 0 | 21 | -0.6 | 0
Cc1ccc(OCc2nnc(SC3CCc4ccccc4C3=O)n2C)cc1 (stereo not drawn) | -1 | 45 | 33 | 0 | 18 | 2 | -6 | 0.0 | 6
COC(=O)C1=CN(Cc2cccs2)C=C(C(=O)OC)C1c1cccc(O)c1 | 0 | 9 | 20 | -1 | 16 | -3 | 16 | -0.2 | 10
COc1cc(NC(=S)NCc2cccnc2)c(OC)cc1Cl | 2 | 12 | 15 | 2 | 3 | -1 | -1 | -1.8 | 16
Cc1nc2nc(N)nc(OCc3ccccc3)c2nc1C | -5 | 15 | 23 | 0 | 6 | -5 | 26 | 0.5 | 16
CC1CCCC(NC(=O)c2ccc(CNc3c(N4CCCC4)c(=O)c3=O)cc2)C1C (stereo not drawn) | -2 | -14 | 6 | -1 | 13 | -3 | 17 | 0.0 | -1
Cc1c(F)cccc1NC(=O)CSCC(=O)Nc1ccccc1 | -4 | 11 | 8 | 3 | 0 | -2 | 4 | 0.7 | 5
COc1cccc(NC(=O)COC(=O)c2ccccc2SCC(=O)N2CCCC2)c1 | 2 | 13 | -15 | 1 | 18 | 7 | -12 | -0.3 | 4
O=C(O)CC(c1ccc(Cl)cc1)n1cccc1 (stereo not drawn) | -1 | -8 | -3 | 2 | 10 | -1 | 11 | -2.3 | 5
CCCCOC(=O)Nc1cc(C(=O)OC)ccc1C(=O)OC | -2 | 18 | 35 | 1 | 30 | -1 | 18 | -1.8 | 16
COc1ccc(-n2nc3c(c2NC(=O)COc2ccccc2)CS(=O)(=O)C3)cc1 | -3 | 3 | -7 | 1 | 10 | -5 | 13 | 0.0 | -8
O=C(COC(=O)CNC(=O)c1ccco1)NCCN1C(=O)CSC1=O | -2 | -4 | 7 | -1 | -2 | -2 | -6 | -2.5 | -9
O=C(c1ccc(F)cc1F)C1CCN(c2ccc([N+](=O)[O-])cn2)CC1 | -4 | 30 | 16 | 1 | 37 | 0 | 29 | -0.4 | 4
O=C1c2ccccc2C(Nc2ccc(F)c(Cl)c2)N1Cc1ccco1 (stereo not drawn) | -3 | 26 | 22 | -5 | 9 | -3 | 28 | 0.6 | -16
CCN(CC)S(=O)(=O)c1cc(C(=O)Oc2cccc(-c3cnc4ccccc4n3)c2)ccc1Br | -4 | 12 | 21 | 0 | 10 | -2 | -94 | 1.5 | 7
Cc1c(NC(=O)COC(=O)Cc2ccc(Cl)cc2)c(=O)n(-c2ccccc2)n1C | -2 | 9 | 17 | 6 | 5 | -5 | -35 | 0.3 | 7
NNc1nc2c(F)cc(F)cc2s1 | 0 | 45 | 41* | 1 | 10 | -3 | 7 | 2.1 | 26
O=C(CNC(=O)Cc1ccccc1)NCC(=O)OCC(=O)c1ccccc1Cl | 1 | 2 | 8 | 0 | 13 | -5 | -13 | -0.3 | 5
COc1ccc(NC(=O)CSc2c(C)n[nH]c2C)cc1 | -1 | 7 | 2 | 1 | 20 | 1 | -3 | -1.4 | 9
O=C(NC1CCCC1)C(c1ccncc1)N(C(=O)c1csnn1)c1cccc(Cl)c1 (stereo not drawn) | 4 | 13 | 0 | -2 | 10 | -4 | 18 | -0.1 | -2
CCCCC(=O)Nc1ccc(C(=O)NNC(=S)NC(=O)c2cccs2)cc1 | -3 | 24 | 7 | -3 | 28 | -6 | 23 | 0.7 | 14
CCN(CC)C(=O)[C@H]1C[C@H](CC(=O)NCc2ccc(OC)c(OC)c2)C(=O)N2CCc3c([nH]c4cc(-c5ccco5)ccc34)[C@]12C | 2 | 34 | 22 | 2 | · | · | 25 | 2.2 | -5
COc1ccc(/C=N/Nc2ccc(C(F)(F)F)cc2[N+](=O)[O-])cc1 | 0 | -1 | 14 | -5 | 5 | -1 | -25 | 0.8 | 5
Cc1oc2cc(O)ccc2c(=O)c1-c1nncn1-c1ccccc1 | 0 | 13 | -1 | -1 | -2 | -3 | 32 | -1.9 | 0
COc1ccc(Cl)cc1NC(=O)NCc1ccc2c(c1)OCO2 | -3 | -7 | -10 | -3 | 12 | 1 | 7 | 0.7 | -1
COc1ccccc1NS(=O)(=O)c1cc(NC(=O)C(C)NC(N)=O)ccc1N1CCCC1 (stereo not drawn) | 0 | 9 | 13 | -2 | 1 | 1 | -20 | -0.2 | 0
COc1ccccc1CNC(=O)[C@H](C)NC(=O)C1CCN(C(=O)[C@@H](N)Cc2ccccc2)CC1 | 2 | 10 | 1 | 0 | 0 | -4 | 24 | -1.1 | -6
